TcdB GH inh: blocks C. difficile toxin B glycohydrolase activity | P18177 | AID 652162 | 350,000 compounds, 0.24% hits | inhibition, % at 9.99 µM | TcdB glycohydrolase enzymatic assay, plate reader; in the data active = inhibition above about 10%
Target sequence (P18177 whole entry, looked up): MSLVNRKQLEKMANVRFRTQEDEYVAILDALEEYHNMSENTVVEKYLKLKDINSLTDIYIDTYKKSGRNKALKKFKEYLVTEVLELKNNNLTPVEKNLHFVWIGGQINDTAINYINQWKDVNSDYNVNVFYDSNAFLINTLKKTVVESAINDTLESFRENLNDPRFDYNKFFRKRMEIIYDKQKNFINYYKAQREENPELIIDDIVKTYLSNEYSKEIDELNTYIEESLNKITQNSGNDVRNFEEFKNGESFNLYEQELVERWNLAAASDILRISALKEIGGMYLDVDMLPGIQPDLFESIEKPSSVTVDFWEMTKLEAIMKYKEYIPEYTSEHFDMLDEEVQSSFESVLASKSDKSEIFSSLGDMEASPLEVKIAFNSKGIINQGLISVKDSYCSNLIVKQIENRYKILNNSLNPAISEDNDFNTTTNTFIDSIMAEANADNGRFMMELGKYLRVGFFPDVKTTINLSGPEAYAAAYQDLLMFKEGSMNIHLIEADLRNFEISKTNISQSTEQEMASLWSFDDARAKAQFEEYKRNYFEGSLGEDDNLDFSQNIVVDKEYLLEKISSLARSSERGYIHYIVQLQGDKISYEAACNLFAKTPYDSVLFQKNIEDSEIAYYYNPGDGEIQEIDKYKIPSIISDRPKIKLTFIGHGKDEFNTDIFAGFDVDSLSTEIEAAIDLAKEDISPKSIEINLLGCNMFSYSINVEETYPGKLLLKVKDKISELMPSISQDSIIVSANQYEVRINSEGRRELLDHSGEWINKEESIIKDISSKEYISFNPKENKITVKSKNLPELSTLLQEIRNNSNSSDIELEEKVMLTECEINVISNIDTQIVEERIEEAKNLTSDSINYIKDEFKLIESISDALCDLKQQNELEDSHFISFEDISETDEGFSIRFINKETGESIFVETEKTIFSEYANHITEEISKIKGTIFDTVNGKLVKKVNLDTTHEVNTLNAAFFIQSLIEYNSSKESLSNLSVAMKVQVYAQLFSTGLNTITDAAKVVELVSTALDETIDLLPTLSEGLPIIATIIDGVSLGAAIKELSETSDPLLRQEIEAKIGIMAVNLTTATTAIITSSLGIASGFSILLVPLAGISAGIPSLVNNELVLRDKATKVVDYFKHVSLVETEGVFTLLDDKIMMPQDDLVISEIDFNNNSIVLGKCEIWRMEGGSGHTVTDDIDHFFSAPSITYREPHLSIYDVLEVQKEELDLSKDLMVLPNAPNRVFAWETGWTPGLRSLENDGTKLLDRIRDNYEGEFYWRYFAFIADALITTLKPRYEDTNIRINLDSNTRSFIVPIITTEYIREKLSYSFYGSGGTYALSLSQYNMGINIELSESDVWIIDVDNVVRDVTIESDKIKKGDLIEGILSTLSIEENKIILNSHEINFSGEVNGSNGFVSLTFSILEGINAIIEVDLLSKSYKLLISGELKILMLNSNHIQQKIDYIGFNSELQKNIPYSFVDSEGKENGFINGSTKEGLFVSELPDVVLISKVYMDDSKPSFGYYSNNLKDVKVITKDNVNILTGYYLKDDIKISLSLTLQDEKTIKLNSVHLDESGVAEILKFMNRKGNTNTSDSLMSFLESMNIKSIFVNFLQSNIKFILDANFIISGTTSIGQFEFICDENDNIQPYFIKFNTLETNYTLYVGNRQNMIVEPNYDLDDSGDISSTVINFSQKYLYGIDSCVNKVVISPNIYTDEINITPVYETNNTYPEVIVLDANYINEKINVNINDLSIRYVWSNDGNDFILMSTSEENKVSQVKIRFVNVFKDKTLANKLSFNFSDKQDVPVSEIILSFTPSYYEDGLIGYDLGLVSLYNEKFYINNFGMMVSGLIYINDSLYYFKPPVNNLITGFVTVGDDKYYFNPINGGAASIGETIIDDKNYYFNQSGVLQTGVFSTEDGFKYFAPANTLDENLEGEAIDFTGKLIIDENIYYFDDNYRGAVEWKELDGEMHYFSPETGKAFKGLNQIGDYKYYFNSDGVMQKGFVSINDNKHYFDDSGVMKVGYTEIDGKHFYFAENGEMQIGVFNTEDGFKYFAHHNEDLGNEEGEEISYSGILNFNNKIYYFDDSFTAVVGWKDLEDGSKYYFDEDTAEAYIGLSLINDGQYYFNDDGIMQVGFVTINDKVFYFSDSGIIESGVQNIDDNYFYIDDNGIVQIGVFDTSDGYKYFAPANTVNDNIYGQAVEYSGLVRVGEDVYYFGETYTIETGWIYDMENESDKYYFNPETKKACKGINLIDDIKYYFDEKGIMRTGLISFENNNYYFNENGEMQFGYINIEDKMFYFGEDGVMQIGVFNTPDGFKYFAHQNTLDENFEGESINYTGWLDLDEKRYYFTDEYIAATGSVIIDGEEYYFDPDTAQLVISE
The depositor's hits bear a star. Some of the compounds tested; rates above refer to the full screens.

SMILES | TcdB GH inh
CCN1[C@H](C(=O)NCc2cccc(OC)c2)[C@@H](CO)[C@@H]2Cn3c(ccc(C4=CCCC4)c3=O)[C@@H]21 | -1.4
COc1ccc2c3c([nH]c2c1)[C@@H](CO)N(C(C)=O)CC31CCN(C(=O)c2ccc3c(c2)OCO3)CC1 | 1.1
O=C(N[C@@H]1CC[C@H](CCNS(=O)(=O)c2ccccc2)O[C@H]1CO)c1cccc(F)c1 | -0.9
CO[C@H]1CN(C)C(=O)c2cc(NC(=O)C3CCCC3)ccc2OC[C@@H](C)N(C(=O)CC2CC2)C[C@H]1C | -1.7
CC(=O)N1CC2(C1)[C@@H](c1ccc(-c3ccc(F)cc3)cc1)[C@H](CO)N2C(C)=O | 0.3
COc1ccc2c3c([nH]c2c1)[C@H](CO)N(C(=O)C1CC1)CC31CCN(C)CC1 | -1.4
O=C(N[C@@H]1CC[C@@H](CC(=O)N2CCCCC2)O[C@H]1CO)c1ccccn1 | -0.4
C=CCN1C(=O)[C@]2(O[C@H](CCO)[C@@H]([Si](C)(C)c3ccc(OC)cc3)[C@@H]2C)c2cc(NC(=O)[C@H](C)O)ccc21 | -3.0
C[C@@H]1CN([C@H](C)CO)C(=O)c2cc(NS(=O)(=O)c3ccc(F)cc3)ccc2O[C@@H](C)CCCCO[C@@H]1CN(C)S(=O)(=O)c1ccccc1 | -0.8
COCC(=O)N(C)C[C@H]1Oc2cc(-c3ccccc3F)ccc2S(=O)(=O)N([C@@H](C)CO)C[C@H]1C | -10
COc1ccc(S(=O)(=O)Nc2ccc3c(c2)C(=O)N([C@H](C)CO)C[C@H](C)[C@H](CN(C)Cc2ccc(Oc4ccccc4)cc2)O3)cc1 | 0.2
COc1ccc(NC(=O)Nc2ccc3c(c2)C(=O)N([C@H](C)CO)C[C@@H](C)[C@H](CN(C)S(=O)(=O)c2cccs2)OCCCC[C@H](C)O3)cc1 | 1.3
Cc1ccc(S(=O)(=O)N(C)C[C@H]2OCCCC[C@@H](C)Oc3ccc(NC(=O)NC4CCCCC4)cc3C(=O)N([C@H](C)CO)C[C@H]2C)cc1 | 0.4
O=C(N[C@H]1C=C[C@@H](CC(=O)N2CCOCC2)O[C@@H]1CO)c1ccc2c(c1)OCO2 | 1.8
COc1ccc(-c2cn(CC[C@H]3CC[C@H](NS(=O)(=O)c4ccccc4C)[C@@H](CO)O3)nn2)cc1 | 0.5
OC[C@H]1Nc2ccc(C#Cc3cccnc3)cc2[C@H]2NCC[C@H]21 | 0.2
CC(C)COC(=O)N(C)C[C@@H]1OCc2cn(nn2)CCCC(=O)N([C@H](C)CO)C[C@H]1C | -0.3
C[C@@H]1CN([C@@H](C)CO)C(=O)c2cc(/C=C/c3ccccc3)cnc2O[C@@H]1CN(C)C(=O)Nc1ccccc1F | 0.2
C[C@H]1CN([C@@H](C)CO)C(=O)c2cc(C3=CCCC3)cnc2O[C@@H]1CN(C)Cc1ccc(F)cc1 | 1.1
C[C@H]1CN([C@@H](C)CO)C(=O)c2cccc(NC(=O)C3CCOCC3)c2O[C@H]1CN(C)S(=O)(=O)c1ccc(Cl)cc1 | -0.5

Another view of six compounds above:
canonical_smiles,TcdB GH inh
COc1ccc(-c2cn(CC[C@H]3CC[C@H](NS(=O)(=O)c4ccccc4C)[C@@H](CO)O3)nn2)cc1,0.5
C[C@@H]1CN([C@@H](C)CO)C(=O)c2cc(/C=C/c3ccccc3)cnc2O[C@@H]1CN(C)C(=O)Nc1ccccc1F,0.2
O=C(N[C@H]1C=C[C@@H](CC(=O)N2CCOCC2)O[C@@H]1CO)c1ccc2c(c1)OCO2,1.8
COc1ccc(NC(=O)Nc2ccc3c(c2)C(=O)N([C@H](C)CO)C[C@@H](C)[C@H](CN(C)S(=O)(=O)c2cccs2)OCCCC[C@H](C)O3)cc1,1.3
CC(C)COC(=O)N(C)C[C@@H]1OCc2cn(nn2)CCCC(=O)N([C@H](C)CO)C[C@H]1C,-0.3
Cc1ccc(S(=O)(=O)N(C)C[C@H]2OCCCC[C@@H](C)Oc3ccc(NC(=O)NC4CCCCC4)cc3C(=O)N([C@H](C)CO)C[C@H]2C)cc1,0.4

More results
SMILES | TcdB GH inh
COc1ccc(CN(C)C[C@H]2Oc3ccc(NS(=O)(=O)c4ccc(Cl)cc4)cc3CC(=O)N([C@@H](C)CO)C[C@@H]2C)cc1 | 0.8
C[C@@H]1CN([C@H](C)CO)C(=O)c2cc(C#Cc3ccccc3)cnc2O[C@H]1CN(C)CC1CCOCC1 | 0.5
O=C(C[C@H]1CC[C@@H]2[C@H](COC[C@@H](O)CN2S(=O)(=O)c2ccccc2)O1)Nc1ccccc1 | 0.2
CC(=O)N(C)C[C@H]1Oc2cc(C#Cc3ccncc3)ccc2S(=O)(=O)N([C@@H](C)CO)C[C@@H]1C | 0.5
O=C(C[C@H]1CC[C@H]2[C@@H](COC[C@@H](O)CN2S(=O)(=O)c2ccccc2F)O1)N1CCC(Cc2ccccc2)CC1 | -4.3
O=S(=O)(c1cccc(F)c1)N1CCN(Cc2cccc(OCCO)c2)CC1 | 0.4
C[C@@H]1CN([C@H](C)CO)C(=O)Cc2cc(NC(=O)CCCCCC(=O)Nc3ccccc3N)ccc2O[C@H]1CN(C)C(=O)Nc1ccccc1 | 0.5
O=C(C[C@@H]1CC[C@H](NC(=O)Nc2cccc(F)c2)[C@@H](CO)O1)NCC1CCCCC1 | 1.4
C[C@H](CO)N1C[C@H](C)[C@H](CN(C)S(=O)(=O)c2ccccc2)Oc2c(NC(=O)C3CCCCC3)cccc2C1=O | -0.1
CO[C@H]1CN(C)C(=O)c2cc(NC(=O)c3cccc(F)c3)ccc2OC[C@H](C)NC[C@@H]1C | -4.3

The last 3 entries of the section above open the next one:
SMILES | TcdB GH inh
O=C(C[C@@H]1CC[C@H](NC(=O)Nc2cccc(F)c2)[C@@H](CO)O1)NCC1CCCCC1 | 1.4
C[C@H](CO)N1C[C@H](C)[C@H](CN(C)S(=O)(=O)c2ccccc2)Oc2c(NC(=O)C3CCCCC3)cccc2C1=O | -0.1
CO[C@H]1CN(C)C(=O)c2cc(NC(=O)c3cccc(F)c3)ccc2OC[C@H](C)NC[C@@H]1C | -4.3
C[C@H](CO)N1C[C@H](C)[C@H](CN(C)S(C)(=O)=O)OCCCC[C@H](C)Oc2ccc(NS(=O)(=O)c3cccs3)cc2C1=O | -0.9
C[C@H]1CN([C@@H](C)CO)C(=O)Cc2cc(NC(=O)CCC(F)(F)F)ccc2O[C@@H]1CN(C)Cc1ccc(-c2ccccc2)cc1 | -0.8
COc1ccc(S(=O)(=O)N[C@@H]2CC[C@@H](CC(=O)NCCc3ccncc3)O[C@H]2CO)cc1 | -0.1
COc1ccc(NC(=O)Nc2ccc3c(c2)C(=O)N([C@@H](C)CO)C[C@@H](C)[C@@H](CN(C)C(=O)c2ccccc2)OCCCC[C@@H](C)O3)cc1 | -0.1
C[C@H](CO)N1C[C@H](C)[C@@H](CN(C)S(C)(=O)=O)OCCCC[C@H](C)Oc2ccc(NC(=O)Nc3ccc(C(F)(F)F)cc3)cc2C1=O | -1.9
Cc1noc(C)c1NC(=O)N[C@H]1CC[C@@H](CCNC(=O)C2CCC2)O[C@@H]1CO | 0.2
COCC(=O)Nc1ccc2c(c1)C(=O)N(C)[C@H]1CC[C@@H](CC(=O)NCCc3ccncc3)O[C@@H]1CO2 | -0.3
COc1cccc(S(=O)(=O)N(C)C[C@@H]2Oc3ncc(-c4cccc(C(F)(F)F)c4)cc3C(=O)N([C@H](C)CO)C[C@@H]2C)c1 | 1.2
CO[C@@H]1CN(C)C(=O)c2ccc(NC(C)=O)cc2OC[C@@H](C)N(C(=O)C2CC2)C[C@@H]1C | 0.4
COc1ccc(S(=O)(=O)Nc2ccc3c(c2)C(=O)N([C@H](C)CO)C[C@H](C)[C@H](CN(C)C(=O)Nc2ccc(C(F)(F)F)cc2)OCCCC[C@H](C)O3)cc1 | -0.5

For reference, two of the compounds above.
SMILES | TcdB GH inh
C[C@H](CO)N1C[C@H](C)[C@H](CN(C)S(C)(=O)=O)OCCCC[C@H](C)Oc2ccc(NS(=O)(=O)c3cccs3)cc2C1=O | -0.9
C[C@H]1CN([C@@H](C)CO)C(=O)Cc2cc(NC(=O)CCC(F)(F)F)ccc2O[C@@H]1CN(C)Cc1ccc(-c2ccccc2)cc1 | -0.8

Following part
SMILES | TcdB GH inh
C[C@@H]1CN([C@@H](C)CO)S(=O)(=O)c2ccc(C#Cc3ccc(F)cc3)cc2O[C@@H]1CN(C)C(=O)CN(C)C | 0.9
CC(C)NC(=O)N(C)C[C@H]1Oc2ncc(-c3ccc(C(=O)N(C)C)cc3)cc2C(=O)N([C@@H](C)CO)C[C@H]1C | -0.3
CC(C)NC(=O)N(C)C[C@@H]1Oc2ccc(NS(=O)(=O)c3ccc(Cl)cc3)cc2CC(=O)N([C@@H](C)CO)C[C@H]1C | 0.5
CCCc1cn(CC[C@H]2CC[C@@H](NC(=O)Nc3ccc4c(c3)OCO4)[C@H](CO)O2)nn1 | -0.4
COc1cccc(NC(=O)N2C[C@@H](O)COC[C@@H]3O[C@H](CC(=O)NCCCN4CCOCC4)CC[C@H]32)c1 | -0.5
Cc1noc(C)c1NC(=O)Nc1ccc2c(c1)C(=O)N(C)[C@@H]1CC[C@@H](CC(=O)N[C@@H]3CCN(Cc4ccccc4)C3)O[C@H]1CO2 | -1.3
Cc1noc(C)c1NC(=O)Nc1cccc2c1O[C@@H](CN(C)Cc1ccc3c(c1)OCO3)[C@H](C)CN([C@H](C)CO)C2=O | -0.5
COCC(=O)N1[C@H](CO)[C@@H]2c3ccccc3NC[C@@H]21 | -1.9
CCN1[C@@H]2Cn3c(ccc(-c4ccccc4OC)c3=O)[C@H]1[C@@H](C(=O)N[C@H](C)c1ccccc1)[C@@H]2CO | -0.5
CCC(=O)N1[C@@H](CO)[C@@H]2c3ccccc3N(S(=O)(=O)c3ccccc3C)C[C@@H]21 | 0.1
C[C@H](O)C#Cc1cnc2c(c1)C(=O)N([C@@H](C)CO)C[C@H](C)[C@H](CN(C)CC1CCOCC1)O2 | -1.4
C[C@@H]1CN([C@H](C)CO)C(=O)Cc2cc(NC(=O)Cc3cn(C)c4ccccc34)ccc2O[C@@H]1CN(C)C | 0.2
O=C(N[C@@H]1CC[C@H](CCNS(=O)(=O)c2cccc(Cl)c2)O[C@@H]1CO)c1ccncc1 | 0.6
C[C@@H]1CCCCO[C@H](CN(C)C(=O)Cc2ccccc2)[C@@H](C)CN([C@H](C)CO)C(=O)c2cc(NC(=O)Nc3ccc4c(c3)OCO4)ccc2O1 | 0.5
Cc1noc(C)c1NC(=O)Nc1ccc2c(c1)CC(=O)N([C@H](C)CO)C[C@@H](C)[C@@H](CN(C)C(=O)Nc1ccc(C(F)(F)F)cc1)O2 | 3.6
COc1ccc(S(=O)(=O)Nc2ccc3c(c2)CC(=O)N([C@@H](C)CO)C[C@H](C)[C@@H](CN(C)S(=O)(=O)c2ccc(OC)cc2)O3)cc1 | 0.2
C[C@H]1CN([C@@H](C)CO)C(=O)c2cccc(NC(=O)NC3CCCCC3)c2O[C@H]1CN(C)C | 0.0
COc1cccc(-c2ccc3c(c2)[C@H]2[C@H](CCN2S(=O)(=O)c2ccccc2C)[C@H](CO)N3C)c1 | -0.8
Cc1ccccc1-c1ccc2c(c1)O[C@H](CN(C)C(=O)Nc1ccccc1)[C@H](C)CN([C@@H](C)CO)S2(=O)=O | 0.6
O=C(CN1CCOCC1)N1CCCCN2[C@H](C1)[C@H](c1ccc(C#Cc3ccccc3F)cc1)[C@@H]2CO | 0.7
CO[C@H]1CN(C)C(=O)c2ccc(NC(=O)NC(C)C)cc2OC[C@@H](C)N(CC2CC2)C[C@H]1C | 0.5
C[C@@H]1CN([C@@H](C)CO)C(=O)Cc2cc(NC(=O)c3ccncc3)ccc2O[C@@H]1CN(C)Cc1ccccc1 | -0.2
CN(C)C(=O)c1cccc(-c2ccc(C3[C@H]4CNC[C@@H]3N4C(=O)Nc3cccc(Cl)c3)cc2)c1 (some centres undefined) | -0.6
C[C@H](CO)N1C[C@H](C)[C@H](CN(C)Cc2ccc(-c3ccccc3)cc2)OCc2ccccc2-c2ccccc2C1=O | 0.9
C[C@@H]1CN([C@H](C)CO)C(=O)c2cc(NS(=O)(=O)c3cn(C)cn3)ccc2O[C@H]1CN(C)C(=O)Nc1ccc2c(c1)OCO2 | 1.2
Cc1ccc(S(=O)(=O)Nc2ccc3c(c2)C(=O)N(C)[C@H]2CC[C@H](CC(=O)NCCc4ccncc4)O[C@H]2CO3)cc1 | 0.1
CO[C@H]1CN(C)C(=O)c2cc(NC(=O)C3CCCC3)ccc2OC[C@@H](C)N(C)C[C@H]1C | 0.2
C[C@@H]1CN([C@H](C)CO)C(=O)CCCn2cc(nn2)CO[C@H]1CN(C)Cc1ccc(C(=O)O)cc1 | -0.3
C[C@@H]1CCCCO[C@@H](CN(C)S(=O)(=O)c2ccc(F)cc2)[C@@H](C)CN([C@H](C)CO)C(=O)c2cc(NC(=O)Nc3ccc4c(c3)OCO4)ccc2O1 | -0.5
C/C=C/c1ccc([C@H]2[C@@H](CO)N3C(=O)CN(C(=O)c4cccc(F)c4)C[C@@H]23)cc1 | -2.4
C[C@H]1CN([C@@H](C)CO)C(=O)c2cccc(NC(=O)c3ccc(-c4nccs4)cc3)c2O[C@@H]1CN(C)Cc1ccccc1 | -0.5
COc1ccc(S(=O)(=O)N(C)C[C@H]2Oc3ncc(-c4ccncc4)cc3C(=O)N([C@@H](C)CO)C[C@H]2C)cc1 | -0.2
CC(C)C#Cc1ccc2c(c1)O[C@@H](CN(C)C(=O)CC1CC1)[C@H](C)CN([C@@H](C)CO)S2(=O)=O | 0.9
Cc1ccc(S(=O)(=O)N(C)C[C@@H]2Oc3ccc(NC(=O)NC4CCCCC4)cc3C(=O)N([C@@H](C)CO)C[C@H]2C)cc1 | 1.6
COCC(=O)Nc1ccc2c(c1)C(=O)N(C)C[C@@H](OC)[C@@H](C)CN(Cc1ccccc1)[C@@H](C)CO2 | -1.2
CC(=O)N(C)C[C@H]1Oc2ncc(-c3ccc(C)cc3)cc2C(=O)N([C@@H](C)CO)C[C@@H]1C | -0.2
C[C@H](CO)N1C[C@H](C)[C@@H](CN(C)C(=O)Nc2ccccc2)Oc2ccc(NC(=O)Nc3cccc4ccccc34)cc2CC1=O | 0.4
COCC(=O)Nc1ccc2c(c1)[C@@H]1C[C@H](CC(=O)NCc3ccc(OC)cc3)O[C@@H](CO)[C@@H]1O2 | 0.1
COc1cccc(-c2ccc([C@@H]3[C@H]4CN(S(=O)(=O)c5cn(C)cn5)CCCCN4[C@H]3CO)cc2)c1 | -0.7
